Source: PubChem BioAssay (Broad Institute)
U2OS ROS induce: raises reactive oxygen species in U2OS cancer cells; ROS induction (% of piperlongumine), % at 10 µM; hit rate 2% among 46,000; U2OS ROS induction, H2DCF-DA fluorescence; in the data active = ROS induction above about 79%, passing the limit was not always enough; inconclusive = no clear call, values can overlap the other calls;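 also: 0% = DMSO vehicle median and 100% = reference compound median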
Active calls of the source: *; u = inconclusive. A portion of the library; the hit share may differ from the screen's.

The opening two entries as a preview:
SMILES	U2OS ROS induce
C[C@@H]1CN([C@@H](C)CO)C(=O)c2cccc(NS(=O)(=O)c3cccs3)c2O[C@@H]1CN(C)S(=O)(=O)c1ccccc1	-10
O=C(O)C1=C[C@@H](c2ccc3c(c2)OCO3)C[C@@H](OCc2ccc(CO)cc2)O1	-2

The listing, repeating the preview:
SMILES	U2OS ROS induce
C[C@@H]1CN([C@@H](C)CO)C(=O)c2cccc(NS(=O)(=O)c3cccs3)c2O[C@@H]1CN(C)S(=O)(=O)c1ccccc1	-10
O=C(O)C1=C[C@@H](c2ccc3c(c2)OCO3)C[C@@H](OCc2ccc(CO)cc2)O1	-2
COC(=O)c1cc(CO)cc(O)c1C(=O)c1c(O)cccc1O	2
COc1cc(CCC(C)NC(=O)c2ccco2)ccc1OC(=O)c1ccco1 (stereo unspecified)	-16
Cc1cc(C(=O)Nc2cccc3c2O[C@@H](CN(C)C)[C@H](C)CN([C@H](C)CO)C3=O)n(C)n1	22
COc1ccc(CN(C)C[C@H]2Oc3ccc(NC(=O)Nc4cccc5ccccc45)cc3C(=O)N([C@H](C)CO)C[C@H]2C)cc1	-8
Cc1nn(CC(=O)Nc2ccc(C#N)cc2)c(C)c1[N+](=O)[O-]	-4
Cc1noc(C)c1S(=O)(=O)Nc1ccc2c(c1)C(=O)N([C@@H](C)CO)C[C@H](C)[C@@H](CN(C)Cc1ccc3c(c1)OCO3)O2	3
Nc1ccc(Br)cc1C(O)c1ccccc1 (stereo unspecified)	0
C[C@@H]1CN([C@H](C)CO)C(=O)c2cc(NC(=O)Cc3cn(C)c4ccccc34)ccc2O[C@@H]1CN(C)Cc1ccc(C(=O)O)cc1	-6
CCOC(=O)c1nonc1N	26
CC(C)c1ccc(N(CC(=O)N2CCN(Cc3ccccc3)CC2)S(C)(=O)=O)cc1	-5
CNC(=O)CC1C(=O)N(c2ccc(Cl)cc2)C(=S)N1NC(=O)c1cccc(F)c1 (stereo unspecified)	56
CC(C)NC(=O)Nc1cccc2c1O[C@H](CN(C)C(=O)Nc1cccc3ccccc13)[C@H](C)CN([C@@H](C)CO)C2=O	5
CCC(=O)Nc1ncc2c(n1)CC(C)(C)CC2=O	7
OCCN1CCN(CC#CCn2c3ccccc3c3ccccc32)CC1	-8
CC(=O)Oc1ccc(O)cc1	-6
S=C1NCCN1CCOc1ccccc1	-15
O=c1c(C=Nc2ccccc2)c(Nc2ccccc2)[nH]n1-c1ccccc1	69
CCOC(=O)c1c(C)n(C)c2ccc(O)c(S(=O)(=O)c3ccc(C)cc3)c12	23
C[C@@H]1CN([C@H](C)CO)C(=O)Cc2cc(NC(=O)C3CCCCC3)ccc2O[C@@H]1CN(C)Cc1ccncc1	1
COc1ccc(NC(=O)c2cc3c(s2)-c2ccccc2SC3)cc1	44
CS(=O)(=O)N1CCN(C(=O)c2ccccc2)C1	-17
O=C(CCC1CCCCC1)Nc1nc2ccccc2s1	-5
C[C@H]1CN([C@@H](C)CO)C(=O)Cc2cc(NC(=O)Nc3ccc(C(F)(F)F)cc3)ccc2O[C@@H]1CN(C)S(=O)(=O)c1cn(C)cn1	-9
C[C@H]1CN([C@@H](C)CO)C(=O)c2cccc(NC(=O)CCCCCC(=O)Nc3ccccc3N)c2O[C@@H]1CN(C)C(=O)Nc1cccc2ccccc12	5
O=c1n(Cc2ccc(F)cc2)nc2n1-c1ccccc1SC2	21
CCCc1nc(SCC(=O)c2ccccc2Cl)[nH]c(=O)c1C	-12
Cc1noc(C)c1S(=O)(=O)Nc1ccc2c(c1)C(=O)N([C@H](C)CO)C[C@H](C)[C@H](CN(C)CC1CCCCC1)O2	11
C[C@H](CO)N1C[C@H](C)[C@H](CN(C)Cc2ccc(C(F)(F)F)cc2)Oc2c(NS(C)(=O)=O)cccc2C1=O	3
C[C@H](CO)N1C[C@H](C)[C@H](CN(C)C(=O)Nc2ccc3c(c2)OCO3)Oc2ccc(NC(=O)Nc3ccc4c(c3)OCO4)cc2CC1=O	-7
C[C@@H]1CN([C@H](C)CO)C(=O)c2cccc(NS(=O)(=O)c3cn(C)cn3)c2O[C@@H]1CN(C)S(=O)(=O)c1ccccc1	-12
C[C@H](CO)N1C[C@H](C)[C@@H](CN(C)C(=O)Nc2ccc(-c3cccs3)cc2)OCc2cnnn2CCCC1=O	15
O=C(COc1ccccc1[N+](=O)[O-])Nc1ccc2oc(-c3ccccc3F)nc2c1	-15
C[C@@H]1CN([C@H](C)CO)C(=O)c2cc(NC(=O)Cc3cn(C)c4ccccc34)ccc2O[C@@H]1CN(C)CC1CC1	-4
Cc1noc(C)c1S(=O)(=O)Nc1ccc2c(c1)C(=O)N([C@H](C)CO)C[C@H](C)[C@@H](CN(C)C(=O)NC1CCCCC1)O2	-8
Cc1cc(C(=O)Nc2cccc3c2O[C@H](CN(C)C(=O)NC2CCCCC2)[C@H](C)CN([C@H](C)CO)C3=O)n(C)n1	0
CNC[C@H]1Oc2ccc(N(C)C)cc2C(=O)N([C@@H](C)CO)C[C@@H]1C	17
CC(NS(=O)(=O)c1ccc(F)cc1)C(=O)Nc1ccc(C(N)=O)cc1 (stereo unspecified)	7
C[C@H]1CN([C@@H](C)CO)C(=O)c2cccc(NS(=O)(=O)c3cn(C)cn3)c2O[C@@H]1CN(C)C(=O)Nc1ccc2c(c1)OCO2	-3
CCCc1nc2ccccc2c2nc(N)nn12	15
Cc1ccccc1-c1nnc(-c2cc(C(C)(C)C)nn2Cc2ccc(F)cc2)o1	36
O=C(COc1ccc(Br)cc1)Nc1cccc(-c2nnc(-c3ccccc3)o2)c1	22
CCOC(=O)c1c(CN2CCCCC2)n(-c2ccccc2)c2ccc(OC(C)=O)cc12	19
O=c1nc2n(-c3ccc(Br)cc3)c3cccc(Cl)c3cc-2c(=O)[nH]1	35
C=CCc1c(C)nc(N)[nH]c1=O	-17
Cc1noc(C)c1S(=O)(=O)N(C)C[C@@H]1Oc2ccc(NC(=O)CCCN(C)C)cc2C(=O)N([C@@H](C)CO)C[C@@H]1C	-5
COc1ccc(N2C(=O)CC(c3cn(Cc4ccccc4)c4ccccc34)C2=O)cc1 (stereo unspecified)	17
C[C@@H]1CCCCO[C@H](CN(C)S(=O)(=O)c2ccccc2)[C@@H](C)CN([C@H](C)CO)C(=O)c2cc(NC(=O)c3ccncc3)ccc2O1	1
O=c1ccc2cc(S(=O)(=O)N3CCCCC3)ccc2[nH]1	-7
C[C@H]1CN([C@@H](C)CO)C(=O)c2cccc(NC(=O)C3CCCCC3)c2O[C@@H]1CN(C)CC1CC1	33
Cc1cc(C(=O)Nc2cccc3c2O[C@@H](CN(C)CC2CC2)[C@H](C)CN([C@@H](C)CO)C3=O)n(C)n1	55
C[C@H](CO)N1C[C@H](C)[C@H](CN(C)Cc2ccc(C(=O)O)cc2)Oc2c(NS(=O)(=O)c3cn(C)cn3)cccc2C1=O	-4
C[C@H]1CN([C@@H](C)CO)C(=O)c2cccc(NS(=O)(=O)c3cccs3)c2O[C@@H]1CN(C)S(=O)(=O)c1ccc(F)cc1	-7
CCCN(c1ccccc1OC)S(=O)(=O)c1cc(Br)cnc1N	1
COc1ccc(NC(=O)Nc2cccc3c2O[C@H](CN(C)Cc2ccc(Oc4ccccc4)cc2)[C@H](C)CN([C@@H](C)CO)C3=O)cc1	89*
COc1ccc(-c2nc(N)ncc2-c2cscn2)c(O)c1	-4
CCC1(c2cccc(OC(=O)C3CCCCC3)c2)CCCCN(C)C1=O (stereo unspecified)	5
Cc1[nH]c(=S)[nH]c(=O)c1Cc1ccc(C(=O)O)o1	-9
CNC[C@@H]1Oc2ccc(NC(=O)C3CCCCC3)cc2C(=O)N([C@@H](C)CO)C[C@H]1C	-7

Single values from above.
Under U2OS ROS induce, CCCc1nc2ccccc2c2nc(N)nn12 has 15
Under U2OS ROS induce, COc1ccc(N2C(=O)CC(c3cn(Cc4ccccc4)c4ccccc34)C2=O)cc1 (stereo unspecified) has 17
Under U2OS ROS induce, C[C@H]1CN([C@@H](C)CO)C(=O)c2cccc(NC(=O)C3CCCCC3)c2O[C@@H]1CN(C)CC1CC1 has 33

5 of these compounds in another layout:
Compound,U2OS ROS induce
Cc1cc(C(=O)Nc2cccc3c2O[C@H](CN(C)C(=O)NC2CCCCC2)[C@H](C)CN([C@H](C)CO)C3=O)n(C)n1,0
CNC[C@H]1Oc2ccc(N(C)C)cc2C(=O)N([C@@H](C)CO)C[C@@H]1C,17
CC(NS(=O)(=O)c1ccc(F)cc1)C(=O)Nc1ccc(C(N)=O)cc1 (stereo unspecified),7
C[C@H]1CN([C@@H](C)CO)C(=O)c2cccc(NS(=O)(=O)c3cn(C)cn3)c2O[C@@H]1CN(C)C(=O)Nc1ccc2c(c1)OCO2,-3
CCCc1nc2ccccc2c2nc(N)nn12,15

(more compounds)
SMILES	U2OS ROS induce
C[C@@H]1CN([C@H](C)CO)C(=O)c2cc(NS(=O)(=O)c3cn(C)cn3)ccc2O[C@@H]1CN(C)C(=O)NC1CCCCC1	0
Cc1ccc(NC(=O)CSc2nnc(-c3ccncc3)n2C)c(Br)c1	-5
NC(=O)[C@H]1[C@@H]2C(=O)O[C@@H](c3ccccc3)[C@@H](c3ccccc3)N2[C@@H](c2ccccc2OCCO)[C@]12C(=O)Nc1ccccc12	-4
CC(C)NC(=O)Nc1ccc2c(c1)C(=O)N([C@H](C)CO)C[C@H](C)[C@H](CN(C)Cc1ccc(Cl)c(Cl)c1)OCCCC[C@@H](C)O2	u
COc1ccc(S(=O)(=O)Nc2cccc3c2O[C@@H](CN(C)S(C)(=O)=O)[C@@H](C)CN([C@H](C)CO)C3=O)cc1	-1
OC(COc1ccccc1F)Cn1cnc2ccccc21 (stereo unspecified)	-10
Cc1ccc(S(=O)(=O)Nc2ccc3c(c2)C(=O)N([C@@H](C)CO)C[C@H](C)[C@@H](CN(C)C(=O)Nc2cccc4ccccc24)O3)cc1	-11
C[C@@H]1CN([C@H](C)CO)C(=O)Cc2cc(NC(=O)Cc3ccccc3)ccc2O[C@H]1CN(C)S(=O)(=O)c1ccc(F)cc1	-2
C[C@H](CO)N1C[C@H](C)[C@H](CN(C)Cc2ccncc2)Oc2ccc(NC(=O)CCC(F)(F)F)cc2C1=O	-19
Cc1noc(C)c1NC(=O)Nc1ccc2c(c1)CC(=O)N([C@@H](C)CO)C[C@@H](C)[C@@H](CN(C)C(=O)Nc1ccc3c(c1)OCO3)O2	-16
COc1cc2c(cc1O)C=[N+](Cc1cccc(OC(F)(F)F)c1)CC2	17
C=C(C)CC(Nc1ccccc1F)c1ccco1 (stereo unspecified)	14
C[C@H](CO)N1C[C@H](C)[C@H](CN(C)S(=O)(=O)c2ccc(F)cc2)Oc2ccc(NS(=O)(=O)c3cccs3)cc2CC1=O	-7
C[C@H](CO)N1C[C@H](C)[C@@H](CN(C)C(=O)c2ccccc2)OCc2cnnn2CCCC1=O	0
C[C@@H]1CN([C@H](C)CO)C(=O)CCCn2cc(nn2)CO[C@@H]1CN(C)Cc1cccc2c1OCCCO2	12
CCOC(=O)C1=C(C)NC(=O)C1(NC(=O)c1cccnc1)C(F)(F)F (stereo unspecified)	-1
C[C@H]1CN([C@@H](C)CO)C(=O)Cc2cc(NC(=O)Cc3ccccc3)ccc2O[C@H]1CN(C)S(=O)(=O)c1ccccc1	11
N/C(C[n+]1ccccc1)=N\O	34
COC(=O)c1ccc(CSc2nncn2N)o1	-9
COc1ccc(C)cc1S(=O)(=O)N(C)CC(=O)N1CCN(C)CC1	-10
C[C@H]1CN([C@@H](C)CO)C(=O)Cc2cc(NS(=O)(=O)c3cccs3)ccc2O[C@H]1CN(C)C(=O)Nc1ccc(F)cc1	-13
CNC[C@H]1Oc2ccc(NC(=O)Nc3ccc4c(c3)OCO4)cc2C(=O)N([C@@H](C)CO)C[C@@H]1C	-25
C[C@@H]1CN([C@H](C)CO)C(=O)Cc2cc(NC(=O)Nc3ccc4c(c3)OCO4)ccc2O[C@@H]1CN(C)Cc1ccc(C(=O)Nc2ccccc2N)cc1	5
CN1C(=O)C(CC(=O)Nc2ccc(Cl)cc2)N(Cc2ccco2)C1=S (stereo unspecified)	39
C[C@@H]1CN([C@@H](C)CO)C(=O)c2cc(NC(=O)NC3CCCCC3)ccc2O[C@H]1CN(C)Cc1ccc2c(c1)OCO2	-10
O=C1NCc2c1c1c3ccccc3[nH]c1c1[nH]c3ccccc3c21	31
C[C@H](CO)N1C[C@H](C)[C@@H](CN(C)S(=O)(=O)c2cccs2)Oc2ccc(NC(=O)CCC(F)(F)F)cc2C1=O	5
Cc1nc(-c2cc(C#N)c(SCCNC(=O)c3ccc(Cl)cc3Cl)nc2C)cs1	41
Cc1noc(C)c1S(=O)(=O)N(C)C[C@H]1Oc2ccc(NS(=O)(=O)c3cccs3)cc2CC(=O)N([C@H](C)CO)C[C@H]1C	5
COc1ccc(/C=N/NC(=O)CCCCCC(=O)O)c(O)c1	6
Nc1ccc(S(=O)(=O)NCCC2=CCCCC2)cc1	-4
Cc1noc(C)c1NC(=O)Nc1ccc2c(c1)CC(=O)N([C@H](C)CO)C[C@H](C)[C@H](CN(C)Cc1ccc(Cl)c(Cl)c1)O2	33
O=c1c2ccccc2cnn1Cc1n[nH]c(=S)n1-c1ccc2c(c1)OCCO2	16
COc1ccc(-c2nc3c(c(SC)n2)COC(C)(C)C3)cc1	24
O=C(NCCc1ccccc1)C1CC(=O)N(CCc2ccccc2)C(=Nc2ccc(F)cc2)S1 (stereo unspecified)	19
COc1ccc(NC(=O)N(C)C[C@@H]2Oc3ccc(NC(=O)CCN4CCOCC4)cc3C(=O)N([C@H](C)CO)C[C@@H]2C)cc1	20
COc1ccc(Cl)cc1NC(=O)CSc1nnnn1-c1ccc(C(=O)O)cc1	4
CNC[C@H]1Oc2c(NS(C)(=O)=O)cccc2C(=O)N([C@@H](C)CO)C[C@@H]1C	-9
Cc1cc(I)ccc1NC(=O)Cn1ccc([N+](=O)[O-])n1	0
C[C@H]1CN([C@@H](C)CO)C(=O)c2cccc(NC(=O)Nc3ccc(F)cc3)c2O[C@@H]1CN(C)CC1CCCCC1	16
C[C@@H]1CN([C@@H](C)CO)C(=O)c2cccc(NC(=O)C3CC3)c2O[C@@H]1CN(C)Cc1ccc(Cl)c(Cl)c1	7
C[C@@H]1CN([C@H](C)CO)C(=O)c2cccc(NC(=O)c3ccc(-c4nccs4)cc3)c2O[C@@H]1CN(C)CC1CC1	47
